# p-CIP stab down = p/CIP protein destabilization. F442A p/CIP-EGFP cells, EGFP fluorescence, 16 h. decrease of EGFP signal, % at 10 µM. 290,000 compounds, 0.01% hits. AID 1984;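 active means EGFP signal decrease of at least 30% at 10 µM or well 3 SD below plate mean, unless failing retest; inactive means the rest, including hits failing retest or dose response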; further: some compounds called inactive have numbers as strong as hits; many of its hits are not listed in these tables
# Target sequence (Q05BA5 1-1403): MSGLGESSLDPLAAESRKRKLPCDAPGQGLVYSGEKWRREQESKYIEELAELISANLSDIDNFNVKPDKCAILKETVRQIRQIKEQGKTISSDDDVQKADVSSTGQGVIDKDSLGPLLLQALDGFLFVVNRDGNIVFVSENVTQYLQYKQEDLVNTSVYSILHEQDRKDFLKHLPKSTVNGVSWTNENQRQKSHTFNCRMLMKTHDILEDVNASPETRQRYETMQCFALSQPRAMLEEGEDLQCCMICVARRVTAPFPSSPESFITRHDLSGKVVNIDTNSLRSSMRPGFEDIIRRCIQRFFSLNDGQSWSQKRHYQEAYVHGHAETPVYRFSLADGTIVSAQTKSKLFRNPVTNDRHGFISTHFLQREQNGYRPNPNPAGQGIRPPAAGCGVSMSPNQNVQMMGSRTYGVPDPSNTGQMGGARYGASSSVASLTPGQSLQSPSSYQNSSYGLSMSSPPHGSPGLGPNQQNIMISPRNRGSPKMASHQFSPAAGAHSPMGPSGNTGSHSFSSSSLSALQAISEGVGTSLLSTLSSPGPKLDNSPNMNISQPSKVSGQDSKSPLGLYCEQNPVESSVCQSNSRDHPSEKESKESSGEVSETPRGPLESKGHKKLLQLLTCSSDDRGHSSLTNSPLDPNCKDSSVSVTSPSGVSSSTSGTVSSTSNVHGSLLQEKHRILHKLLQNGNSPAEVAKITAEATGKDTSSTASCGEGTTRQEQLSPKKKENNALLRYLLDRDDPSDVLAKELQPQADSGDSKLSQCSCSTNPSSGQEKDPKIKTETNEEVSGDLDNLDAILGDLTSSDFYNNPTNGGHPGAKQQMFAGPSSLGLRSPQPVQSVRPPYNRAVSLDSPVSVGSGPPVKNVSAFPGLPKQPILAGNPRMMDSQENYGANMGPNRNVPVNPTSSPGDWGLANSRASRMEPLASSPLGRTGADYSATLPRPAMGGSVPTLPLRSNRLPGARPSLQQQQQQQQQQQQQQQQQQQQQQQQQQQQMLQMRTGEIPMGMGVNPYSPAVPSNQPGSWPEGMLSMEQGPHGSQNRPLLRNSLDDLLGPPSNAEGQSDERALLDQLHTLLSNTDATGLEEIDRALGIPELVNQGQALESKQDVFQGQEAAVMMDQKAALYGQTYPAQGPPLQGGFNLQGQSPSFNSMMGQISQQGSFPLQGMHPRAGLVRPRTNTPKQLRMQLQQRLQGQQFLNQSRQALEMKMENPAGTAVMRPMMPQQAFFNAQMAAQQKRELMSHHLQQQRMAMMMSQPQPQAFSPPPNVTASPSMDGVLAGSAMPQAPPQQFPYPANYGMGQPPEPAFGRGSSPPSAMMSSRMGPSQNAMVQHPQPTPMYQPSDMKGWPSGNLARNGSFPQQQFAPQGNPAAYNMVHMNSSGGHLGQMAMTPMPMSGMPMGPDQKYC
# PfM18AAP inh = blocks P. falciparum M18 aspartyl aminopeptidase; recombinant PfM18AAP, H-Glu-NHMec fluorogenic cleavage; inhibition, % at 7.35 µM; 290,000 compounds, 1.2% hits; AID 1822;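 active means inhibition above the campaign mean inhibition over all tested compounds plus 3 SD, cut at about 28% in these data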;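 further: 0% = plate median of test compound wells and 100% = 2 mM ZnCl2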
# GPR7 antagonist = antagonists of human GPR7 (neuropeptides B/W receptor 1); inhibition, % at 4.4 µM; P48145; 290,000 compounds, 1.1% hits; AID 1861; GPR7-expressing cells, fluorescence antagonist assay; in the data active means inhibition above about 16%, passing the limit was not always enough;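 further: cells stimulated with the agonist NPW; 0% = agonist with vehicle and 100% = vehicle without agonist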
# VIM-2 inhibitor = blocks Pseudomonas aeruginosa VIM-2 metallo-beta-lactamase. inhibition, % at 5.6 µM. AID 1527. 290,000 compounds, 0.89% hits. purified VIM-2, nitrocefin hydrolysis, epi-absorbance fluorescence;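 active means inhibition above the mean of all tested compounds plus 3 SD, cutoff set per screening run, cut at about 7.5% in these data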;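 further: red hydrolysis product quenches plate fluorescence so inhibitors raise well fluorescence; 0% = enzyme with DMSO and 100% = DMSO without enzyme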
# PHOSPHO1 block = inhibitors of human PHOSPHO1 phosphatase; Q8TCT1; recombinant PHOSPHO1, absorbance phosphatase assay; inhibition, % at 13.3 µM; 290,000 compounds, 1.1% hits; AID 1565; in the data active means inhibition above about 60%
# NALP1 yeast inh = blocks the NALP1 inflammasome reconstituted in yeast | S. cerevisiae NALP1/ASC/caspase-1 growth, X-gal OD620, 72 h | inhibition, % at 10 µM | 280,000 compounds, 0.61% hits | AID 2071; in the data active means inhibition mostly above about 24%, no sharp cut-off; inactive means mostly below about 32%; further: some compounds called inactive have numbers as strong as hits
# IMP-1 inh = inhibitors of Pseudomonas aeruginosa IMP-1 metallo-beta-lactamase; purified IMP-1, nitrocefin hydrolysis, epi-absorbance fluorescence; inhibition, % at 5.6 µM; 290,000 compounds, 0.45% hits;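 active means inhibition above the mean plus 3 SD of all compounds in the same screening run, cut at about 4.5% in these data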;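 further: 0% = IMP-1 with DMSO and 100% = DMSO wells lacking enzyme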
#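 System – purified recombinant IMP-1 beta-lactamase · Input – IMP-1 dispensed at 0.2 nM · Timing – 15 min preincubation plus 25 min reaction at 25 °C · Signal – Epi-absorbance fluorescence, 480 nm excitation, 530 nm emission · Measure – percent IMP-1 inhibition derived from blank-referenced optical density · Controls – Enzyme-plus-DMSO low control, enzyme-free DMSO high control · Replication – singlicate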
# IDE act = activators of human insulin-degrading enzyme in cells | HEK cells, FAbeta-B cleavage, fluorescence polarization; 0% vehicle, 100% cell-free pure enzyme wells | 340,000 compounds, 0.073% hits | P14735 | activation, % at 5.96 µM | AID 493087;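 active means activation above the mean of all tested compounds plus 3 SD, set per screening campaign, cut at about 17% in these data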
# IDE inh = inhibits human insulin-degrading enzyme in HEK cells; P14735; FAbetaB cleavage, fluorescence polarization; inhibition, % at 5.59 µM; 320,000 compounds, 0.41% hits; AID 434962;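 active means percent inhibition above the average of all tested compounds plus 3 SD, set per screening campaign, cut at about 16% in these data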;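 further: IDE supplied by intact live HEK cells; FP after avidin binding of uncleaved biotin substrate so inhibition keeps polarization high; 0% = DMSO wells and 100% = 60 µM reference IDE inhibitor Ii1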
# Active calls of the source: *; . = not tested or not shown; & = joins results of further samples.
p-CIP stab down,PfM18AAP inh,GPR7 antagonist,VIM-2 inhibitor,PHOSPHO1 block,NALP1 yeast inh,IMP-1 inh,IDE act,IDE inh,structure
-7,0,1,-1.1,7,25,-1.9,-2,6,Cc1ccc(OCCC(=O)Nc2ccc(F)c(F)c2)cc1
-3,-4,1,-1.7,-14,-1,-0.8,-2,-1,CCCCCCOc1ccc(/C(N)=N/O)cc1
2,2,-7,-4.8,68*,17,-5.6,7,.,CCOC(=O)c1sc(NC(=O)C(CC)Sc2nnc3c4ccccc4n(C(C)C)c3n2)nc1C (stereo unspecified)
-9,26,21,1.5,53,18,-0.2,-1,0,C=CCNC(=S)NN=C1CCCCCCC1
-8,-7,5,-0.8,48,27,-0.7,-2,5,Cc1cc(O)c2c(CN3CCN(Cc4ccccc4)CC3)cc(=O)oc2c1
10,18,-17,-2.0,-62,5,-3.0,-13,.,S=c1[nH]cnc2sc(Nc3ccccc3)nc12
3,-6,-9,1.1,6,5,-0.5,-7,4,COc1ccc(NS(=O)(=O)c2ccc3nc(COc4ccc5ccccc5c4)[nH]c3c2)cc1
-3,0,4,-1.4,-20,3,-1.5,5,1,COc1cccc(NC(=O)CSc2nc3ccsc3c(=O)n2-c2ccc(C(=O)O)cc2)c1
0,-3,-10,-0.7,48,27,-1.4,-5,-8,O=C(COC(=O)CCSc1ccc(Cl)cc1)NCc1ccco1
-23,10,9,-3.6,26,-3,-3.0,1,3,CC(C)Cn1c(N)c(C(=O)CSc2ccc3c(c2)OCCO3)c(=O)n(C)c1=O
1,1,2,-3.4,-11,10,-2.7,4,-2,Cc1ccc(-n2c(SCC(=O)Nc3ccc(N4CCOCC4)cc3)nc3ccccc3c2=O)cc1
-15,12,-2,-0.1,23,-21,1.4,5,4,CC(C)OC(=O)/C(=C/c1ccco1)c1ccccc1

# Arranged by the number under PHOSPHO1 block (high to low): three of the compounds above
SMILES | p-CIP stab down | PfM18AAP inh | GPR7 antagonist | VIM-2 inhibitor | PHOSPHO1 block | NALP1 yeast inh | IMP-1 inh | IDE act | IDE inh
C=CCNC(=S)NN=C1CCCCCCC1 | -9 | 26 | 21 | 1.5 | 53 | 18 | -0.2 | -1 | 0
Cc1cc(O)c2c(CN3CCN(Cc4ccccc4)CC3)cc(=O)oc2c1 | -8 | -7 | 5 | -0.8 | 48 | 27 | -0.7 | -2 | 5
Cc1ccc(OCCC(=O)Nc2ccc(F)c(F)c2)cc1 | -7 | 0 | 1 | -1.1 | 7 | 25 | -1.9 | -2 | 6

# The results go on:
p-CIP stab down,PfM18AAP inh,GPR7 antagonist,VIM-2 inhibitor,PHOSPHO1 block,NALP1 yeast inh,IMP-1 inh,IDE act,IDE inh,structure
11,.,.,.,13,0,.,1,1,COc1cc(OC)c2c(-c3ccccc3)cc(=O)oc2c1C(CCN1CCCCC1)c1ccc2c(c1)OCO2 (stereo unspecified)
-4&-6,1&5,-3&-9,-3.6&-2.7,0&46,5,-3.5&-2.7,4,5,CCOC(=O)c1cnc(SCC)[nH]c1=O
-16,-15,-13,-3.8,-7,6,-2.9,1,0,Cn1c(=O)c(=O)n(C)c2cc(S(=O)(=O)N3CCOCC3)ccc21
-6,-11,-6,-0.6,1,-13,-0.8,4,-1,COc1ccc(Cl)cc1C(=O)NNC(=O)CSc1nnc2ccccn12
-8,9,-9,-4.4,28,9,-6.1,-5,2,CCOC(=O)c1c(C)n(C)c2c(C)cc(O)c(OC(C)=O)c12
1,0,4,-3.2,14,0,-4.5,6,-3,COc1cccc(CNc2nc3nc(C)cc(=O)n3[nH]2)c1
-5,2,20,-0.6,28,17,-2.5,0,1,COc1ccc(S(=O)(=O)N2CCN(CC(=O)Nc3ccccc3Cl)CC2)cc1
-1,-4,-12,-0.8,7,-1,-2.4,1,-2,c1cc2c(nn1)CCc1nonc1-2
-1,-1,-5,-2.1,-1,6,1.1,3,5,COc1ccccc1CN1CCN(C(=O)c2ccncc2)CC1
-12,-1,-2,-1.9,8,6,-2.7,2,-3,CCOc1ccccc1NC(=O)Cc1coc2ccc(C)cc12
10,-4,1,0.9,32,-13,-0.6,-5,-2,CCCCC(=O)N=c1sc2cc(S(C)(=O)=O)ccc2n1C
9,0,-2,-4.4,-12,14,-3.6,2,6,COc1ccc(N(C)C(=O)c2onc3c2CCCC3)cc1
-4,-2,1,-0.7,-10,4,-2.7,3,-2,COc1ccccc1-c1nnc(SCC(=O)O)n1-c1ccc(C)cc1
-1,5,2,1.3,9,7,-2.5,-7,-2,O=C(Nc1ccc(N2CCN(C(=O)c3cccs3)CC2)c(Cl)c1)c1ccco1
-10,-2,-14,-0.4,38,21,-1.2,-1,0,COc1cc(C(=O)Nc2c(C(=O)N3CCOCC3)oc3ccccc23)cc(OC)c1OC
14,0,7,-1.1,10,20,-2.7,7,-3,CC1CCN(c2ccc([N+](=O)[O-])cc2C(=O)N2CCOCC2)CC1
0,-5,5,-0.8,-2,8,-1.4,5,-2,O=C(NNC(=O)c1ccc([N+](=O)[O-])cc1)c1ccncc1
-12,18,3,-0.9,-4,14,0.2,2,2,Cc1cc([N+](=O)[O-])c(C)cc1-c1ccc(/C=N/NC(=O)c2cccnc2)o1
-4,-3,0,1.0,40,16,-0.2,-1,1,Cn1cc(Br)c(C(=O)NNC(=O)Cc2ccc(Cl)cc2)n1
-5,2,-9,-3.4,20,-16,-2.8,-4,-2,CCOc1ccc(CCN2CN(C3CCCCC3)CNC2=S)cc1OCC
-6,-6,-8,-2.4,9,-13,-3.8,-3,10,Fc1ccc(OCc2nnc(SCCN3CCOCC3)o2)cc1
-8,-1,3,-0.6,-26,5,-4.2,4,-7,CN(Cc1ccco1)C(=O)c1ccc(CNS(=O)(=O)c2ccc3c(c2)C(C)(C)C(=O)N3C)cc1
-39,-6,-4,-0.5,30,-1,-1.6,2,4,S=C(NCCC1=CCCCC1)NCc1ccco1
-7,1,-6,-3.1,.,1,-1.5,0,-5,O=C(O)c1cccc(Nc2ccc3nonc3c2[N+](=O)[O-])c1
-5,8,-8,-1.2,54,21,-1.8,-1,0,COc1ccc(CCNc2cc(C)nc3c(-c4ccccc4OC)cnn23)cc1OC
-33,3,-1,-0.2,0,-13,-1.7,6,2,N/C(=N\OC(=O)c1cccc(F)c1)c1ccccc1
-10,-2,0,-0.5,25,13,1.6,2,2,COc1ccc(S(=O)(=O)N2CCN(Cc3ccc(OC)c(OC)c3)CC2)cc1
-16,-5,-5,-3.8,7,22,-3.0,6,9,Cc1cc(Cl)c(OCCCSc2nc(C)cc(=O)[nH]2)c(Br)c1
14,-3,-6,0.6,1,-3,-1.4,1,7,Brc1ccc(C2NCCS2)cc1 (stereo unspecified)
-14,-18,-3,0.5,17,21,-3.2,-1,-4,COc1cc(C(=O)NCc2nnc(SCC(=O)NCc3ccco3)o2)cc(OC)c1OC
-2,-4,11,-1.8,30,0,-3.0,1,7,CC1CCCC(C)N1C(=O)CSc1nnnn1-c1cccc2c1CCCC2 (stereo unspecified)
5,1,-11,-3.6,-1,2,-4.0,0,-2,CCS(=O)(=O)c1nc(S(=O)(=O)c2ccc(Cl)cc2)c(NCCOC)s1
1,0,-12,-2.1,-14,36,-2.4,6,4,CCOC(=O)c1nc(NCc2ccccc2)c2ccccc2n1
-15,0,-13,-3.9,38,6,-4.7,-1,11,O=C(Cc1ccccc1[N+](=O)[O-])NNC(=O)Nc1ccc2c(c1)OCO2
-3,3,11,-3.4,-3,-7,-0.1,2,1,COc1ccc(NC(=S)Nc2ccccc2Cl)cn1
4,1,-6,-2.9,-2,25,-2.4,3,-1,Cc1ccccc1CSc1nnc(NC(=O)Cc2cccs2)s1
3,5,1,-1.7,63*,-2,-1.9,8,1,CCC(=O)N1CCN(c2ccc(NC(=O)c3ccccc3)cc2)CC1
-3,9,0,-2.2,73*,34,-1.0,-3,1,CCOC(=O)C1CCCN(Cc2cccs2)C1 (stereo unspecified)
-4,1,-11,-2.0,-2,4,-3.1,4,1,O=C1CCC(C(=O)OCc2cc(Cl)ccc2OC(F)F)N1 (stereo unspecified)
-4,6,-3,0.6,19,-4,-1.5,-2,.,CCn1c(C)cc(C=C2C(=O)c3ccccc3C2=O)c1C
2,-2,11,-1.5,-21,25,-2.0,-6,4,O=C(NC(=S)N1CCN(c2ccc([N+](=O)[O-])cc2Cl)CC1)c1ccco1
-13,-11,14,-3.0,-10,23*,-1.6,-5,1,Cc1ccccc1N1C(=O)CC(c2c[nH]c3ccccc23)C1=O (stereo unspecified)
-10,-3,1,-0.8,-9,14,-3.4,18*,-9,O=C1c2ccccc2C(Nc2ccc3nc(-c4cccnc4)[nH]c3c2)N1Cc1ccco1 (stereo unspecified)
-10,-5,-5,0.2,44,33,0.0,2,2,O=C(O)CCn1nnc2ccccc21
-2,0,-14,-1.6,39,8,-2.0,2,-1,Cc1cc(=O)[nH]n(CCO)c1=O
-14,-8,-6,0.4,29,8,-0.1,6,-9,COc1cccc(NC(=O)CSc2ccc(-c3sc(C)nc3C)nn2)c1
22,-8,-10,0.7,8,0,0.1,-6,4,COc1cccc(C(=O)NCCSc2ccc(Br)cc2)c1
-2,-1,-2,-4.0,41,4,-2.1,4,2,CC(=O)Nc1cccc(NC(=O)Nc2cccc(Cl)c2C)c1
0,2,7,0.5,33,-2,1.6,-2,2,CCOC(=O)N1CCc2c(sc3nc[nH]c(=O)c23)C1
1,-2,-6,-1.2,6,32,-3.5,5,-6,CC(C)(C)c1ccc2c(c1)C(=O)c1ccccc1C2=O
-6,-5,-6,-0.6,-6,26,-1.4,-4,2,Cc1c(Cl)cccc1NC(=O)CC1SC(=NCC2CCCO2)NC1=O (stereo unspecified)
-2,3,-15,-6.9,5,25,-3.1,3,1,Cc1cc(-c2nc3ncccc3o2)ccc1NC(=O)CC(C)C
12,-14,-8,-0.4,33,4,-4.6,-4,1,CCOc1ccc(C(=O)NC2CCN(C(=S)Nc3ccccc3C)CC2)cc1
-19,5,3,-3.0,34,31,-2.2,6,2,Cc1cc(C)c(S(=O)(=O)NCc2ccc3c(c2)cc(C)n3C)c(C)c1
-1,26,23,-4.8,10,0,-4.3,1,2,CC1=C(C(=O)OCC(Cl)(Cl)Cl)N2C(=O)C(NC(=O)Cc3ccccc3)C2SC1 (stereo unspecified)
-4,-4,-18,-0.7,21,-7,-0.9,4,.,COc1cc(/C=N/NC(=O)c2cccc3ccccc23)cc(OC)c1O
-4,3,2,-1.1,-17,1,-1.0,8,0,O=C(Cc1cccs1)NCc1ccco1
-7,26,0,-1.0,-21,14,-0.6,0,-3,Cc1cc(C)c(C)c(S(=O)(=O)N2CCN(c3ccc(O)cc3)CC2)c1C
2,4,-4,-3.0,7,-8,-2.3,4,1,COc1ccc(CN(C)C(=O)COC(=O)c2c(-c3ccccc3Cl)noc2C)cc1
6,0,-12,-1.5,24,31,-0.9,5,5,O=C(Nc1ccc(F)cc1)c1oc2ccccc2c1NC(=O)C1CC1
.,7,-11,-1.9,.,.,-5.0,.,.,CCOc1ccc(C2/C(=C(/O)c3ccccc3)C(=O)C(=O)N2CCCN(C)C)cc1OC (stereo unspecified)
-8,0,-17,-0.1,.,2,-1.8,7,2,CN(CC(=O)O)S(=O)(=O)c1ccc2oc3ccccc3c2c1
-5,8,-12,1.2,29,-63,-3.5,5,1,CCOC(=O)C1CCC2(CC1)C(C#N)=C(N)Oc1n[nH]c(C)c12 (stereo unspecified)
